# Bioassay records as filed in PubChem.
# MrgX1 antag = antagonists of human MrgX1 receptor | B-score at 10 µM | MRGX1-HEK293 calcium flux, Fluo-4, BAM8-22 antagonism; hits give low values | Q96LB2 | actives 1.3% (n = 310,000);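 active means calcium-response B-score plate-corrected more than 3 library SD below zero, starting fluorescence within 5 deviations, no agonist response on first addition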;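 further: peak minus trough fluorescence over baseline after final BAM8-22 challenge near maximal dose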
# MrgX1 ag = activates human MrgX1 receptor signaling | B-score at 10 µM | AID 588627 | MrgX1-HEK293 cells, Fluo-4 calcium fluorescence, agonist mode; hits give high values | actives 0.44% (n = 310,000);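 active means calcium response B-score plate-corrected fluorescence ratio at least 3 library SD, with starting fluorescence B-score inside 5 SD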
#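 Test system: Stable human MrgX1 HEK293 cell line | Schedule: Overnight plating before 1 h dye loading | Read-out basis: Baseline-normalised fluorescence change ratio, B-scored | Detection: Kinetic calcium dye fluorescence, Fluo-4 NW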
# TRPC4 block = blocks the mouse TRPC4 cation channel; Q9QUQ5; HEK293 TRPC4beta/mu-opioid, DAMGO-evoked Fluo4 calcium flux; hits give low values; B-score at 10 µM; actives 0.39% (n = 300,000); AID 2247;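 active means B-score over 3 SD under the library average, no early fluorescence shift, positive overall ratio signal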
#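 material = TRPC4beta/mu-opioid receptor HEK293 cell line | probe or stimulus = sequential submaximal and maximal DAMGO stimulation | compound dosing = one concentration per compound | measured by = Fluo4 Ca2+ flux fluorescence | evaluation = integrated fluorescence ratio relative to baseline, converted to per-well B score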
# AI-2 QS mod = modulates the Vibrio harveyi AI-2 quorum sensing system; Vibrio harveyi JMH597 AI-2 luminescence/OD600 ratio, 9 h; hits give low values; strain lacks LuxN and CqsS sensors; 0 = neutral-control median; actives 0.4% (n = 300,000); activity change, % at 7.5 µM; AID 2094; in the data active means activity change below about -75%, passing the limit was not always enough;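 further: luminescence divided by OD600 gain over 9 h not by final OD600 alone; inactives centre near 13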
# MrgX1 allo act = human MrgX1 positive allosteric modulation, primary screen; Q96LB2; MrgX1-HEK293, Fluo-4 calcium flux, FDSS; hits give high values; B-score at 10 µM; actives 0.63% (n = 310,000); AID 588675;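 active means plate-corrected calcium response at least 3 library SD above typical, normal starting fluorescence, not activating the receptor alone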;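 further: compound read alongside a low EC10 to EC30 dose of BAM8-22 agonist; peak minus trough fluorescence over baseline measured at the second addition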
# TRPC4 act = activators of mouse TRPC4 channel; actives 0.49% (n = 310,000); B-score at 10 µM; HEK293 TRPC4beta/mu-opioid, Fluo4 calcium fluorescence; hits give high values;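 active means B-score above 5 SD of library B-scores, and initial fluorescence ratio not above library mean plus 5 SD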;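 further: positive B-score marks a calcium rise read as TRPC4 activation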
#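 System – HEK293 cells stably co-expressing mouse TRPC4beta and mu-opioid receptor · Signal – Fluo4 calcium-sensitive dye fluorescence, kinetic, 1 Hz baseline · Benchmarks – buffer (low) and maximal DAMGO (high) · Read-out – B score of integrated fluorescence ratio per well · Incubation – dye loading 45 min room temperature, 110 s kinetic read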
# HIF activator = HIF pathway transcriptional activation; U2OS HRE-luciferase reporter, luminescence; normalized: DMSO 0%, desferrioxamine 100%; activation, % at 7.5 µM (by protocol); actives 0.32% (n = 300,000); AID 1910;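 active means mean activation of at least 10% of the iron chelator positive control signal, with at least half of replicates also reaching 10%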
# TRPC6 act = activates the mouse TRPC6 cation channel; Q61143; HEK293-TRPC6 membrane potential dye fluorescence; hits give high values; B-score at 10 µM; actives 0.13% (n = 310,000);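 active means B-score of the integrated fluorescence ratio above library mean plus 3 SD, and starting fluorescence ratio within library mean plus 5 SD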;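 further: higher score means more depolarization so channel activation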
# Target sequence (Q61143 whole entry, looked up): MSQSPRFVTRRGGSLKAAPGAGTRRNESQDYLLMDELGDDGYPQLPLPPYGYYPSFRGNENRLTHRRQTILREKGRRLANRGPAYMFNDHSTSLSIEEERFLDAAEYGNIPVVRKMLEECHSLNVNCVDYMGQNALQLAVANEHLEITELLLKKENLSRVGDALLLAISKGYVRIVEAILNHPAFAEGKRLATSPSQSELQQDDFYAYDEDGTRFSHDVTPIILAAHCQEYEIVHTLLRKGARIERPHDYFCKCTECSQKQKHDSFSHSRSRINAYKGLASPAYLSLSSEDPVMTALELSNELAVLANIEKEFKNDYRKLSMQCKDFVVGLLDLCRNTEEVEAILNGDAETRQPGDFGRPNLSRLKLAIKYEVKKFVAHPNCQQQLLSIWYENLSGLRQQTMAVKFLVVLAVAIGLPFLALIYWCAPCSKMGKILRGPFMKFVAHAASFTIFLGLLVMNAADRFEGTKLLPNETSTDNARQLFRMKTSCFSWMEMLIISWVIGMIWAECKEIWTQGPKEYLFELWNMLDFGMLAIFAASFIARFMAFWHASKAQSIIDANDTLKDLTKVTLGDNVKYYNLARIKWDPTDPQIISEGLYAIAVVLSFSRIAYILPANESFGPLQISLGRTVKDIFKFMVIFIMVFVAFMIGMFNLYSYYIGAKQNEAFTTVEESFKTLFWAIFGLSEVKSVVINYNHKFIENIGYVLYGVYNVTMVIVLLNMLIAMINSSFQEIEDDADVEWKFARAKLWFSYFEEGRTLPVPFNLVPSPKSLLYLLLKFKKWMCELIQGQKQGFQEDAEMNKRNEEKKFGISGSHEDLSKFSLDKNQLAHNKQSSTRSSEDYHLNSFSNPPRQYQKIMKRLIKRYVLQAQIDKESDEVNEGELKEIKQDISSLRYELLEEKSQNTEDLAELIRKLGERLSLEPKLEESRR
# TRPC4 potent = allosterically enhances the mouse TRPC4 cation channel; Q9QUQ5; HEK293 TRPC4beta/mu-opioid, DAMGO EC20, Fluo-4 Ca2+ flux; hits give high values; B-score at 10 µM; actives 0.42% (n = 310,000); AID 2227;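 active means B-score of calcium response area above 5 SD of library B-scores, with initial fluorescence ratio within 5 SD of library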;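 further: B-score of integrated fluorescence ratio over time as area under calcium response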
# PolyA inhibitor = inhibitors of polyadenylation in S. cerevisiae; S. cerevisiae SKY197-pL101 polyadenylation reporter, beta-gal luminescence; efflux-impaired pdr1/pdr3 knockout yeast; score 100 = 6 SD above DMSO; calls only at 12 µM; actives 0.02% (n = 300,000); AID 1875;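 active means lowest replicate activity score at least 50, where 100 means six control SD above control mean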;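 further: yeast exposed to compound for 9 h at 30 °C; higher score means more reporter readthrough which indicates perturbed polyadenylation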
# TRPC6 inhibitor = mouse TRPC6 channel inhibition; HEK293-TRPC6, membrane potential dye, ACh-evoked depolarization; hits give low values; B-score at 10 µM; actives 1.1% (n = 310,000); AID 2553;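 active means B-score under library mean minus 3 SD, initial fluorescence not abnormally high, positive integrated signal ratio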;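 further: B-score derived from integrated fluorescence ratio over the kinetic read; more negative B-score means stronger inhibition of depolarization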
# The depositor's hits bear a star; i = inactive; nt = not tested or not shown. This is a subset. The share of hits here may be higher or lower than overall.
smiles,MrgX1 antag,MrgX1 ag,TRPC4 block,AI-2 QS mod,MrgX1 allo act,TRPC4 act,HIF activator,TRPC6 act,TRPC4 potent,PolyA inhibitor,TRPC6 inhibitor
COc1ccc(NC(=O)CCS(=O)(=O)c2cccc3nonc23)cc1,i,i,i,8,i,i,0.0,i,i,i,i
CN(CC(=O)Nc1ccc(F)c(Cl)c1)S(=O)(=O)c1ccc2c(c1)n(C)c(=O)c(=O)n2C,i,i,i,68,i,i,-0.4,i,i,nt,i
Cc1cccc(NC(=O)c2cc3cc([N+](=O)[O-])ccc3s2)n1,i,i,i,-3,i,i,4.6,i,i,i,i
Cc1c(Cl)c([N+](=O)[O-])nn1CCCC(=O)Nc1sc2c(c1C#N)CCC2,i,i,i,9,i,i,-0.3,i,i,i,i
O=C(NC1CCCCCCC1)c1cnccn1,i,i,i,15,i,i,0.5,i,12*,i,i
Cc1ccc(Nc2nc3ccccc3nc2-n2nc(C)cc2C)cc1,i,i,i,8,i,i,-0.5,i,i,i,i
COc1cccc(-c2cc(=O)c3cc(NC(=O)c4ccc(Cl)cc4)ccc3[nH]2)c1,i,i,i,-5,i,i,-0.1,i,i,i,i
O=c1ccn([C@@H]2O[C@H](CO)[C@@H](O)[C@H]2O)c(=O)[nH]1,i,i,i,22,i,i,-0.2,i,i,i,i
CN(c1ccccc1)S(=O)(=O)c1ccc(C(=O)NCCc2ccc(F)cc2)cc1,i,i,i,9,i,i,0.0,i,i,i,i
COc1cccc(/C=N/NC(=O)c2cccc(N3CCCC3=O)c2)c1,i,i,i,23,i,i,2.5,i,i,i,i
CC1CCCCN1CCNc1nc(=S)[nH]c2ccccc12 (stereo not drawn),i,i,i,24,i,i,-0.4,i,i,i,i
N#CC1=C(N)SC(N)=C(C#N)C1C1CC=CCC1 (stereo not drawn),i,i,i,8,i,i,-0.1,i,i,i,i
CCOc1c(Br)cc(CNC2CCCCCCC2)cc1OC,i,i,-6*,21,i,i,-0.5,i,i,i,i
CC(C)(C)NC(=O)C1CCN(c2ccc(S(=O)(=O)N3CCOCC3)cc2Cl)CC1,i,i,i,6,i,i,-0.3,i,i,i,i
O=c1[nH]c2sc3c(c2c2nncn12)CCCC3,i,i,i,62,i,i,-0.1,i,i,i,i
CC(C)N=c1c([N+](=O)[O-])nn(C)n1O,i,i,i,9,i,i,0.3,i,i,i,i
CCCNc1c(NS(=O)(=O)c2ccc(C(C)(C)C)cc2)c(=O)oc2ccccc12,i,i,i,11,i,i,0.1,i,i,i,i
Cc1ccc(/C=C2/SC(=Nc3ccc(F)cc3)NC2=O)s1,i,i,i,8,i,i,0.8,i,i,i,i
Nc1[nH]ncc1S(=O)(=O)c1ccccc1,i,i,i,8,i,i,-1.2,i,i,i,i
COc1ccc(CN2CCNC(=O)C2CC(=O)N(C)CC2CCOCC2)cc1OC (stereo not drawn),i,i,i,-12,i,i,26*,i,i,i,i
O=S(=O)(Cc1ccccc1)NCc1ccccn1,i,i,i,6,i,i,nt,i,i,i,i
CCN(Cc1cc2cc(C)ccc2[nH]c1=O)S(=O)(=O)c1ccccc1,i,i,i,27,i,i,-0.6,i,i,i,i
COc1ccc2[nH]c(=O)c(CN(C(=O)c3cccnc3)c3ccccc3)cc2c1,i,i,i,25,i,i,0.4,i,i,i,i
CCCCOc1ccc(/C(O)=C2/C(=O)C(=O)N(CCCOC)C2c2ccncc2)cc1 (stereo not drawn),i,i,i,25,i,i,-0.1,i,i,i,i
Cc1ccc(-n2cc3c(=O)n(C)c(=O)n(C)c3c2)cc1C,i,i,i,7,i,i,1.1,i,i,i,i
Cc1ccc(NC(=O)c2ccccn2)c(Br)c1,i,i,i,20,i,i,0.5,i,i,i,i
O=C(CSc1nc2ccccc2c(=O)n1Cc1ccc(Cl)cc1)NCc1cccs1,i,i,i,13,i,i,-0.2,i,i,i,i
COc1ccc(CNC(=O)C2COc3ccccc3O2)c(OC)c1 (stereo not drawn),i,i,i,18,i,i,0.6,i,i,i,i
COc1ccc(C2=NN(C(=O)CN3CCCC3)C(c3ccc(OC)cc3)C2)cc1 (stereo not drawn),i,i,i,9,i,i,1.0,i,i,i,i
O=C(Nc1ccc(N2CCCCC2)cc1)C(Cl)c1ccccc1 (stereo not drawn),i,i,i,19,i,i,0.4,i,i,i,i
COc1ccc(CSc2nc3ccccc3c(=O)n2CCCN2CCOCC2)cc1F,i,i,i,15,i,i,0.1,i,i,i,i
O=C(CSC(=S)N1CCCCC1)Nc1ncc2c(n1)CC(c1ccco1)CC2=O (stereo not drawn),i,i,i,11,i,i,-0.6,i,i,i,i
CC(=O)N1c2ccc(S(=O)(=O)N3CCCC3C(=O)NCc3ccccc3Cl)cc2CC1C (stereo not drawn),i,i,i,37,i,i,-0.2,i,i,nt,i
O=C(c1cnn2c(C(F)(F)F)cc(-c3cccs3)nc12)N1CCN(C(c2ccccc2)c2ccccc2)CC1,i,i,i,19,i,i,0.0,i,i,i,i
COc1ccc(OC)c(CCNC(=O)c2ccc3c(c2)N(Cc2ccccc2)CCS3)c1,i,i,i,1,i,i,0.3,i,i,i,i
COc1cc(NC(=O)C2CCN(S(=O)(=O)c3cccs3)CC2)cc(OC)c1,i,i,i,1,i,i,-0.1,i,i,i,i
O=C(c1ccc(Cn2c(=O)[nH]c3ccccc3c2=O)cc1)N1CCN(c2ccccn2)CC1,i,i,i,14,i,i,-0.2,i,i,i,i
CCOc1ccc(C(=O)N2CCC3(CC2)NCCc2[nH]cnc23)cc1,i,i,i,-10,i,i,-0.6,i,i,i,i
COc1cccc(-c2nnc(Nc3nc4c(F)cccc4s3)o2)c1,i,i,i,37,i,i,1.4,i,i,i,i
COc1cccc(CC(=O)Nc2nc3c(s2)C(=O)CC(C)(C)C3)c1,i,i,i,24,i,i,-0.1,i,i,i,i
Cn1c(S(=O)(=O)c2ccc([N+](=O)[O-])cc2)nc(Br)c1Br,i,i,i,33,i,i,-0.6,i,i,i,i
C/C=C/C(=O)N1c2ccccc2C(C)=CC1(C)C,i,i,i,19,i,i,0.4,i,i,i,i
CCOc1ccc(NC(=O)C/C(C)=N/NC(=O)c2cnccn2)cc1,i,i,i,21,i,i,0.6,i,i,i,i
CC(C)[C@H](NC(=O)[C@@H]1Cc2ccccc2CN1)C(=O)Nc1ccc2c(c1)OCO2,i,i,i,10,i,i,1.2,i,i,i,i
O=C(CCCn1c(=O)[nH]c2ccccc2c1=O)Nc1ccc(F)cc1,i,i,i,nt,i,i,-0.3,i,i,i,i
NC(N)=NC(N)=Nc1ccc2ccccc2c1,i,i,i,13,i,i,-0.1,i,i,i,i
COc1cc(C2NC(=O)C(C#N)=C(S)N2c2ccc(C)cc2)ccc1OC(C)C (stereo not drawn),i,i,i,30,i,i,0.9,i,i,i,i
COc1cc(NC(=O)c2csc(-c3ccncc3)n2)cc(C(=O)Nc2cccc(C(F)(F)F)c2)c1,i,i,i,18,i,i,0.1,i,i,i,i
O=C1CN(C(=O)c2cc([N+](=O)[O-])ccc2Cl)C(c2ccc(F)cc2)c2cc(F)ccc2N1 (stereo not drawn),i,i,i,25,i,i,-0.1,i,i,i,i
CN(Cc1cccs1)C(=O)/C=C/c1ccccc1[N+](=O)[O-],i,i,i,-11,i,i,1.5,i,i,i,i
COc1ccc(N2CCN(CCC(O)c3ccc4ccccc4c3)CC2)cc1 (stereo not drawn),i,i,i,21,i,i,-17,i,i,i,i
Cc1ccc(C)n1NC(=O)c1cccs1,i,i,i,30,i,i,0.3,i,i,i,i
CN(C)CCCCOc1ccccc1F,i,i,i,1,i,i,0.0,i,i,i,i
COC(=O)c1[nH]c2ccc(Cl)cc2c1NC(=O)CN1CCc2cc(OC)c(OC)cc2C1,i,i,i,16,i,i,1.6,i,i,i,i
CCn1ncc(/C=N\NC(=O)c2ccc3c(c2)c(C)c(C)n3Cc2ccccc2)c1C,i,i,i,-1,i,i,-1.8,i,i,i,i
C=CCn1c(-c2cccn(Cc3ccccc3)c2=O)n[nH]c1=S,i,i,i,13,i,i,0.4,i,i,i,i
CC1=C(C)CC(C(=O)c2ccccc2)C(C(=O)O)C1 (stereo not drawn),i,i,i,0,i,i,nt,i,i,i,i
COc1ccc(CN2C(=O)CC(Cc3cc(C)cc(C)c3)C2=O)cc1OC (stereo not drawn),i,i,i,1,i,i,0.1,i,i,i,i
Cc1ccc(NC=C(S(=O)(=O)c2ccccc2)S(=O)(=O)c2ccccc2)c(C)c1,i,i,i,6,i,i,-0.4,i,i,i,i
CC1CCc2c(nc3ncnn3c2N2CCN(c3ccccc3F)CC2)C1 (stereo not drawn),i,i,i,7,i,i,-0.2,i,i,i,i

# (list continues)
smiles,MrgX1 antag,MrgX1 ag,TRPC4 block,AI-2 QS mod,MrgX1 allo act,TRPC4 act,HIF activator,TRPC6 act,TRPC4 potent,PolyA inhibitor,TRPC6 inhibitor
CCCN1CCN(C(=O)c2oc3c(Cl)cccc3c2C)CC1,i,i,i,nt,i,i,-0.1,i,i,i,i
CCCCNC(=O)CN(c1ccc(Cl)c(Cl)c1)S(C)(=O)=O,i,i,i,19,i,i,-0.3,i,i,i,i
Cc1ccc(-n2[nH]c(C)c(C=Nc3ccc4[nH]c(=O)[nH]c4c3)c2=O)cc1C,i,i,i,11,i,i,0.6,i,i,nt,i
CC(=O)N1CC[n+]2c(-c3ccc(Cl)cc3Cl)csc21,i,i,i,3,i,i,-0.6,i,i,i,i
CC(Nc1nc(-c2ccc3c(c2)NC(=O)CO3)cs1)c1ccccc1 (stereo not drawn),i,i,i,18,i,i,0.6,i,i,i,i
Cn1cc(C=O)c2cc(S(=O)(=O)N3CCOCC3)ccc21,i,i,i,2,i,i,0.0,i,i,i,i
